Source: PubChem BioAssay (several laboratories)
Mtb RmlCD inh – M. tuberculosis RmlC/RmlD coupled enzyme inhibitors, primary screen, biochemical, compound mixtures, 384-well, from 1536-well plates. dTDP-4-dehydrorhamnose reductase (Mycobacterium tuberculosis (strain ATCC 25618 / H37Rv)) …. RmlC+RmlD coupled enzyme assay, percent inhibition; primary screen in compound mixtures. inhibition, % at 3.6 µM. 160,000 compounds, 0.03% hits. AID 1533, 2009; in the data active = inhibition mostly above about 34%, no sharp cut-off; also: some results filed as inactive read as strong as hits
Target sequence (P9WH09 whole entry, looked up): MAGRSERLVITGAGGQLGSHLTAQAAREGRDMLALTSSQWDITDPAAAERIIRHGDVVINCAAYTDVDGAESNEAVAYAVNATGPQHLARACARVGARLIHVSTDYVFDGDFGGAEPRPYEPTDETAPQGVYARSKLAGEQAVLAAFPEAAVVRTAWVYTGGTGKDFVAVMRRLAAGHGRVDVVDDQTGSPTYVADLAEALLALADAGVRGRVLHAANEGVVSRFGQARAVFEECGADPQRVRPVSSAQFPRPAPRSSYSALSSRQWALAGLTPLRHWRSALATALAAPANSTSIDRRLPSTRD
Target sequence (P9WH11 whole entry, looked up): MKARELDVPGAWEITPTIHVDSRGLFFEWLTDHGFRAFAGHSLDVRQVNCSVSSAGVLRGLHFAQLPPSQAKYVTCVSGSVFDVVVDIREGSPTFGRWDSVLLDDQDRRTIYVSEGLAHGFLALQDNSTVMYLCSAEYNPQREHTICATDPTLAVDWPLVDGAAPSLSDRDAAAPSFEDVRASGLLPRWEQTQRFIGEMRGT
M. tuberculosis GlmU – inhibition of mycobacterial GlmU enzyme – biochemical, glucosamine-1-phosphate acetyltransferase (AID 1376); inhibition, %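 (tested at 30 µM in the primary screen)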; hits with a dose series show IC50 in µM; Bifunctional protein GlmU (Mycobacterium tuberculosis (strain ATCC 25618 / H37Rv)); M. tuberculosis GlmU acetyltransferase enzyme assay; higher % means a stronger effect; 220,000 compounds, 0.25% hits; in the data active = inhibition above about 13%;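 also: 0% = complete reaction with vehicle and 100% = reaction without substrate; strong numbers were not always called active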
* marks the source's active call; other numbers are inactive results; . = no result given.

mol,Mtb RmlCD inh,M. tuberculosis GlmU
CCOC(=O)c1cn2nc(-c3ccc(OC)cc3)cc2nc1C1CCN(C(=O)OC(C)(C)C)CC1,2.2,-4.0%
CC(=O)Nc1ccc(C(=O)OCC(=O)NC(=O)NC2CCCCC2)cc1,1.9,-0.3%
COC(=O)C1CCN(c2nc3ccccc3nc2C(C#N)C(=O)NCCc2ccccc2)CC1 (configuration not stated),10.5,-1.9%
CCC(C)(C(=O)NC1CCCCC1)N(C(=O)CNC(C)=O)c1c(C)n(C)n(-c2ccccc2)c1=O (configuration not stated),.,-1.7%
Fc1ccc(-c2cc(C(F)(F)F)nc(N3CCCCC3)n2)cc1,-5.7,-0.8%
Cc1cccc(N2C(=O)CSC2c2cccnc2)c1 (configuration not stated),11.6,4.5%
C=CCNC(=S)N1CCN(S(=O)(=O)c2ccc(C)cc2)CC1,-18.7,4.7%
O=C(NCc1ccccn1)c1ccc(Cn2c(=S)[nH]c3ccc(Br)cc3c2=O)cc1,6.0,-3.9%
NCc1nc(-c2ccc(Cl)cc2)no1,-8.0,1.3%
CC(=O)c1c(O)cc(C(C)C)n(-c2ccccc2)c1=O,5.1,-1.6%
O=C(NCc1ccco1)C(c1cccs1)N(C(=O)Cc1cccs1)c1ccccc1 (configuration not stated),1.2,-1.6%
CCCC(=O)Nc1ccc(C(=O)Nc2nnc(COCC)s2)cc1,.,-3.7%
CC(C)c1nc(SCC(=O)Nc2ccc(N3CCOCC3)cc2)c2ccccc2n1,.,1.8%
CCOCc1nnc(NC(=O)c2cc(OC)c(OC)c(OC)c2)s1,-9.5,1.5%
CCS(=O)(=O)NCC(c1cccnc1)N1CCN(c2ccccc2)CC1 (configuration not stated),-1.1,-5.6%
CC(C)n1nc(C(=O)Nc2nnc(C3CC3)s2)c2ccccc2c1=O,-5.0,-1.1%
N#CC(c1ccc(Cl)nn1)c1ccccc1Cl (configuration not stated),5.7,-3.0%
O=C(/C=C/c1ccccc1[N+](=O)[O-])Nc1ccccc1,21.9,-5.3%
COc1ccc(CSc2nc(N3CCOCC3)c3c(c2C#N)CC(C)(C)OC3)cc1,14.1,-0.9%
CCN(CC)CCOC(=O)c1cccc2c1-c1ccccc1C2O (configuration not stated),-11.3,2.8%

Entries listed so far that have an aryl thioether with sulfur outside any ring:
mol,Mtb RmlCD inh,M. tuberculosis GlmU
CC(C)c1nc(SCC(=O)Nc2ccc(N3CCOCC3)cc2)c2ccccc2n1,.,1.8%
COc1ccc(CSc2nc(N3CCOCC3)c3c(c2C#N)CC(C)(C)OC3)cc1,14.1,-0.9%

The results go on:
mol,Mtb RmlCD inh,M. tuberculosis GlmU
CCCCCCC(=O)Cc1cc(OC)c(OC)cc1C=C(C(=O)OCC)C(=O)OCC,.,3.6%
Cc1cccc(C)c1NC(=S)NCCc1ccc(O)c(O)c1,-13.5,-1.4%
CCOc1cc(S(=O)(=O)n2ccnc2)ccc1Br,-10.9,0.1%
OCCNc1nc(N2CCOCC2)nc(N2CCOCC2)n1,9.0,1.4%
COC(=O)c1ccc(C)c(NC(=O)CN(c2ccc3c(c2)OCO3)S(C)(=O)=O)c1,-2.7,-1.7%
CCOC(=O)CN1C(=O)N[C@@H](c2cccs2)C(C(=O)OC)=C1C,.,0.4%
c1ccc2c(c1)nnn2Cc1nnc2sc(-c3ccncc3)nn12,.,-0.5%
Cc1cccc(OCCC(=O)N(C)CC(=O)Nc2cccc3ccccc23)c1,-6.2,1.2%
CN(C)CCCN(C(=O)c1ccc(Br)s1)c1nc2cc3c(cc2s1)OCO3,2.8,-8.6%
CCCCNC(=O)CN(c1cccc(Br)c1)S(C)(=O)=O,.,1.8%
COc1ccc(OC)c(C2C(C(=O)O)c3ccccc3C(=O)N2C)c1 (configuration not stated),-4.8,2.2%
O=C(O)c1ccccc1-c1ccccc1C(=O)NCc1cccc(C(F)(F)F)c1,.,1.8%
CN(C(=O)CCCN1C(=O)c2cccc3cccc(c23)C1=O)c1ccccc1,.,2.1%
CCCN1C(=O)/C(=C\c2nc3ccccc3c(=O)[nH]2)c2ccccc21,11.8,-9.7%
Clc1cccc(CN2CCCCCCC2)c1Cl,-9.8,0.3%
COC(=O)NNC(=S)NCc1ccccc1,-0.8,1.0%
Cc1ccc(C)c(/C=N/NC(=S)NCCc2ccccc2)c1,5.8,3.8%
CC1=C(C(=O)OC2CCCCC2)C(c2ccco2)C2=C(CC(C)(C)CC2=O)N1 (configuration not stated),2.4,0.6%
N#CC(C#N)=NNc1ccc(-n2ccc(C(F)(F)F)n2)cc1,6.2,-1.9%
CN(C)c1ccc(/C=C/C(=O)c2ccc(C(C)(C)C)cc2)cc1[N+](=O)[O-],.,6.5%
CCCCn1c(=O)n(Cc2cccc(F)c2)c(=O)c2c1ncn2Cc1ccco1,-3.6,0.2%
CC1=C(C#N)C(NC(=O)c2cccc(Cl)c2)(C(F)(F)F)C(=O)N1 (configuration not stated),-3.8,-3.2%
CCCCn1c(SCC(=O)N2CCCCC2)nc2cc(S(N)(=O)=O)ccc21,.,-1.2%
O=C(c1cccs1)N1CCN(S(=O)(=O)Cc2ccccc2)CC1,.,1.6%
COc1ccc(NC(=O)C(C)N(c2ccc(C)cc2)S(C)(=O)=O)cc1 (configuration not stated),-5.7,-6.8%
C=CCOc1c(CNc2ncn[nH]2)cccc1OCC,.,-4.1%
Cc1nc2sc(C(c3ccc(Cl)cc3)N3CC(C)OC(C)C3)c(O)n2n1 (configuration not stated),-3.6,-4.7%
Cc1ccc(NS(=O)(=O)c2cccc(C(=O)N/N=C/c3c(C)nn(-c4ccccc4)c3N3CCCC3)c2)c(C)c1,2.0,0.2%
CC1CCCCN1C(=O)CN1CCC(c2nc3ccc(Cl)cc3[nH]2)CC1 (configuration not stated),0.8,-1.9%
CCOC(=O)c1cc(N)cc([N+](=O)[O-])c1,3.5,-1.1%
CC1(C)CC(Cc2nc(=S)[nH][nH]2)C(=O)O1 (configuration not stated),-1.7,3.0%
O=C(O)C1C2C=CC(C2)C1C(=O)Nc1ccc(C(=O)N2CCCCC2)cc1 (configuration not stated),15.6,.
Cc1ccc2nc(-c3ccc(SCC(=O)Nc4nnc(C)s4)nc3)[nH]c2c1,3.4,-0.7%
Cc1ccc2c(c1)CCCN2C(=O)c1c(C)noc1C,8.8,4.4%
Cc1ccccc1C(=O)NC(NCc1ccco1)C(Cl)(Cl)Cl (configuration not stated),4.9,1.6%
COc1cc(OC)cc(C(=O)Nc2ccc(Br)cc2C(=O)c2ccccc2)c1,9.3,0.1%
O=c1cc(CN2CCN(S(=O)(=O)c3ccc4c(c3)OCCO4)CC2)c2ccc(O)cc2o1,.,-3.4%
CC(=O)c1ccc(NC(=O)N2CCc3ccccc3C2)cc1,3.1,-2.9%
c1ccc2c(c1)oc1c(NCCN3CCOCC3)ncnc12,.,-0.1%
Cc1ccc2cc(CN(CCCN(C)C)C(=O)NCc3ccccc3)c(=O)[nH]c2c1C,-8.7,-1.5%
COc1ccc(S(=O)(=O)N2CC(O)CC2C(=O)OCC(=O)Nc2ccc(Cl)cn2)cc1 (configuration not stated),-12.6,0.9%
C#CCSc1nc(-c2cccs2)ccc1C#N,-1.1,-4.0%
CC(=O)Nc1ccc(C)c(NC(=S)Nc2ccc(F)cc2)c1,-13.6,1.1%
Cc1ccc(CSc2nc3sc(C)c(C)c3c(=O)n2Cc2ccco2)cc1,9.6,-3.3%
CC(=O)Nc1cccc(N2C(=O)CC(Cc3ccccc3)C2=O)c1 (configuration not stated),11.3,4.1%
CCCCC(=O)NC(=S)Nc1ccccc1C(=O)Nc1ccccc1,.,2.7%
Cc1c(-c2nc(-c3ccncc3)no2)cccc1[N+](=O)[O-],-4.9,3.9%
CCOc1ccc(CN(C)C(=O)CCl)cc1,-8.1,2.4%
Cc1cnc(C(=O)N2CCc3c([nH]c4ccccc34)C2c2ccc(F)cc2)cn1 (configuration not stated),.,-5.9%
CCOc1ccccc1-c1nc(C(N)=O)c2[nH]c(=O)n(-c3ccccc3)c2n1,.,3.1%

Remaining list, next part:
mol,Mtb RmlCD inh,M. tuberculosis GlmU
CC1CCC(N(C(=O)c2csnn2)C(C(=O)NC(C)(C)C)c2cccnc2)CC1 (configuration not stated),-6.2,-1.3%
CC(=O)Cc1nsc(Nc2ccccc2)n1,-6.7,1.7%
COc1ccc(CCNC(=O)COc2ccc(N(C)S(=O)(=O)c3ccc(C)cc3)cc2)cc1,.,1.0%
COc1ccc(NC(=O)CNC(=O)c2ccc([N+](=O)[O-])cc2)cc1,1.9,2.0%
CCc1nnc(NC(=O)c2ccc(S(=O)(=O)N3CCCCCC3)cc2)s1,-10.9,1.9%
COCCNC(=O)C(OC(=O)c1ccco1)c1ccccc1OC (configuration not stated),9.2,2.4%
O=C(CC1C(=O)NCCN1Cc1ccc(Cl)c(F)c1)NCCc1cccnc1 (configuration not stated),-7.5,4.4%
Cc1ccc2c(c1)c(N=O)c(O)n2Cc1ccc(Cl)cc1,2.2,-0.2%
C=CCNC(=O)CSc1nc2sc(C)c(C)c2c(=O)[nH]1,.,9.8%
COc1cc(C2NC(=O)NC(c3ccccc3)=C2C(C)=O)cc([N+](=O)[O-])c1O (configuration not stated),.,5.7%
CCOC(=O)N1CCN(CC(O)COc2ccc(OC)cc2C(C)(C)C)CC1 (configuration not stated),5.1,6.4%
COc1ccc2oc(=O)c(NC(=O)C3CCCCC3)cc2c1,.,0.1%
Cc1ccc(S(=O)(=O)N2CCOC2CNC(=O)C(=O)NCc2ccncc2)cc1 (configuration not stated),24.9,4.9%
CCCC(C)(COC(N)=O)COC(=O)NC(C)C (configuration not stated),.,-3.3%
Cc1c(C(=O)Nn2cnnc2)oc2ccccc12,.,7.7%
CC(=O)Nc1ccc(S(=O)(=O)Nc2c(C)nn(-c3ccccc3)c2C)cc1,-8.2,-4.2%
Cc1ccc(-c2nn(CC(=O)NN3CCOCC3)c(=O)c3ccccc23)cc1,4.6,3.5%
Cc1ccc(Cl)cc1NC(=O)C1CCCN(S(=O)(=O)c2c(C)noc2C)C1 (configuration not stated),-3.2,-2.7%
Cc1ccc(C)c(-n2c3nc(=O)n(C)c(=O)c-3cc3ccccc32)c1,12.9,7.2%
COc1ccc2[nH]cc(/C=C(/C#N)S(=O)(=O)c3ccccc3)c2c1,9.7,2.8%

Nothing new here: an excerpt of the list.
mol,Mtb RmlCD inh,M. tuberculosis GlmU
CCOC(=O)N1CCN(CC(O)COc2ccc(OC)cc2C(C)(C)C)CC1 (configuration not stated),5.1,6.4%
COc1ccc2oc(=O)c(NC(=O)C3CCCCC3)cc2c1,.,0.1%

Remaining list, next part:
mol,Mtb RmlCD inh,M. tuberculosis GlmU
CSc1ccccc1C(=O)C1CCCN(C(=O)CCN2CCCO2)C1 (configuration not stated),6.0,-0.7%
CCc1cccc(CC)c1NC(=O)COc1ccccc1C(=O)c1cc(C#N)c(=O)n(C2CCCCC2)c1,.,-5.4%
COCCn1c(SCC(=O)c2ccc3c(c2)OCCO3)nnc1C(C)C,6.8,-1.9%
COc1ccc2c(c1)c1nc3ccccc3nc1n2CCn1c(=O)oc2ccccc21,36.5,-3.0%
COc1cccc(-n2cc(C(=O)O)c3ccccc3c2=O)c1,.,1.7%
CC1(C)CC(c2nc(-c3ccccc3)cs2)CCS1 (configuration not stated),-8.9,-3.5%
O=C1C2ON(c3ccccc3)C(c3ccncc3)C2C(=O)N1c1ccccc1 (configuration not stated),.,2.0%
Cc1ccc(NS(=O)(=O)c2cc3c4c(cccc4c2)C(=O)NC3=O)cc1,-10.3,-3.1%
CC(=O)Nc1ccc(-c2ccccc2)s1,.,3.9%
CC(=O)Nc1cc(C(N)=O)c(Cl)cc1Cl,.,3.2%
COCCCNC(=S)N(Cc1ccccc1)Cc1ccccc1,8.7,2.6%
CCOP(=O)(OCC)/C(C#N)=C/c1ccc(-c2ccc(F)cc2F)o1,-0.2,5.7%
CN(C)c1ccc(N2C(=O)CSC2=S)cc1,14.2,-1.8%
COc1ccc(CNc2nc(NCc3ccc(OC)cc3)n(C(C)=O)n2)cc1,-2.8,3.8%
Cc1cc(C)cc(C(=O)N2CCC(C(N)=O)CC2)c1,16.6,3.2%
O=C(CN1CCC(NC(=O)C2CCCCC2)CC1)NCc1ccco1,2.8,-2.3%
Cc1ccc(C(=O)NCC(=O)NCC(=O)OCc2ccc(F)cc2)cc1,.,2.6%
COc1cccc(C(=O)c2cc3ccc(O)cc3oc2=O)c1,-4.9,6.0%
Cn1c(N)c(C(=O)c2ccc(Cl)cc2)c(=O)n(C)c1=O,3.0,-5.4%

Entries above that have a COOH group:
mol,Mtb RmlCD inh,M. tuberculosis GlmU
COc1ccc(OC)c(C2C(C(=O)O)c3ccccc3C(=O)N2C)c1 (configuration not stated),-4.8,2.2%
O=C(O)c1ccccc1-c1ccccc1C(=O)NCc1cccc(C(F)(F)F)c1,.,1.8%
O=C(O)C1C2C=CC(C2)C1C(=O)Nc1ccc(C(=O)N2CCCCC2)cc1 (configuration not stated),15.6,.
COc1cccc(-n2cc(C(=O)O)c3ccccc3c2=O)c1,.,1.7%

These rows are one share of the data. The share of hits here may be higher or lower than overall.
